High-throughput results: PubChem BioAssay, several laboratories
Arr AP2 block: inhibitors of human beta-arrestin and AP2 interaction; inhibition, % at 10 µM; FITC-arrestin peptide / GST-AP2 beads, flow cytometry; AP2 beta2 appendage carries R879A mutation; actives 0.31% (n = 340,000);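 active means inhibition above a set limit, near 3 SD of compounds lacking own fluorescence, cut at about 54% in these data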;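 further: plate controls were DMSO wells for no effect and 5 µM unlabelled arrestin peptide for full effect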
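Measured by: flow cytometry, FL1 (488/535 nm); Material: AP2 appendage R879A on GSH beads; Evaluation: percent response; Timing: pre-incubation 12 min, peptide binding 1 h, room temperature; Also added: 50 nM FITC-arrestin peptide; Medium: PBS with 0.05% Tween 20 and 0.1% BSA.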
Pemphigus Ab inh: inhibitors of pemphigus antibody binding to human desmoglein-3; DSG3-coupled beads, scFv-anti-DSG3-GFP binding, flow cytometry; active compounds read low; binding (percent of control), % at 10 µM; actives 0.48% (n = 310,000);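 active means binding more than 3 SD below its plate's average and above zero; inconclusive means below that plate limit but binding exactly zero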;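 further: hits lower antibody fragment binding to DSG3; some compounds called inactive have numbers as strong as hits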
PKA-R1A activ: activates the PKA-R1A holoenzyme complex; activation, % at 11.4 µM; actives 0.083% (n = 340,000); PKA-R1A dissociation, Cy5-IP20 fluorescence polarization; scaled: DMSO 0%, 113 µM cGMP 100%; P00514+P68181;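 active means percent activation above the mean of all tested compounds plus 3 SD, cut at about 19% in these data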;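 further: higher means more PKAc released from R1A so a rise in polarization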
CDK5 p35 inh: CDK5/p35 (human) kinase inhibition; actives 0.01% (n = 330,000); Recombinant CDK5/p35, ADP-Glo luminescence, 60 min; inhibition, % at 10 µM; Q00535+Q15078; AID 488839;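 active means highest replicate inhibition of at least 50% and at least 75% of replicates reaching 50%; inconclusive means only one of the two criteria met; inactive means both criteria failed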;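 further: plate controls were DMSO neutral control for no effect and GW8510 at 10 µM for full effect; many of its hits are not listed in these tables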
NSD2 inh: blocks human histone methyltransferase NSD2. O96028. NSD2 peptide methylation, AlphaScreen, 120 min. inhibition, % at 12.5 µM. actives 0.54% (n = 310,000); in the data active means inhibition above about 50%
SR-BI DiI-HDL act: activators of SR-BI mediated HDL lipid uptake; CHO ldlA[mSR-BI] cells, DiI-HDL uptake fluorescence, 3 h; 100 = double the neutral-control signal; activation, % at 12.5 µM; actives 0.096% (n = 320,000); AID 504775;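 active means mean replicate activation of at least 60% and every replicate at or above 60%; inconclusive means mean or all-replicate condition met, but not both; inactive means mean below 60% and not all replicates reaching 60%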;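 further: 0% = median plate neutral-control signal and 100% = twice that signal; values of inactives mirror those of a sister screen read the other way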
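System: CHO ldlA[mSR-BI] cells / Medium: HEPES-buffered (25 mM, pH 7.4) F12 plus 0.5% BSA / Probe or stimulus: labelled HDL, 10 µg/mL / Doses: single compound concentration, delivered by pin transfer / Schedule: 3 h, 37 °C / Measured by: DiI fluorescence, bottom read / Measure: cell-associated DiI fluorescence as measure of HDL uptake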
PKA-R2B activ: activators of human PKA-R2B complex | PKA-R2B holoenzyme dissociation, Cy5-IP20 fluorescence polarization; R2B truncated from residue 108, S112A mutant; 0% DMSO only, 100% 113 µM cGMP | activation, % at 11.4 µM | actives 0.079% (n = 340,000);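 active means activation above a cutoff set at the mean over all compounds plus 3 SD, cut at about 18% in these data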;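 further: higher means more holoenzyme dissociation and a rise in polarization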
Target sequence (P31323 whole entry, looked up, other chains not shown, the tested form may be a part): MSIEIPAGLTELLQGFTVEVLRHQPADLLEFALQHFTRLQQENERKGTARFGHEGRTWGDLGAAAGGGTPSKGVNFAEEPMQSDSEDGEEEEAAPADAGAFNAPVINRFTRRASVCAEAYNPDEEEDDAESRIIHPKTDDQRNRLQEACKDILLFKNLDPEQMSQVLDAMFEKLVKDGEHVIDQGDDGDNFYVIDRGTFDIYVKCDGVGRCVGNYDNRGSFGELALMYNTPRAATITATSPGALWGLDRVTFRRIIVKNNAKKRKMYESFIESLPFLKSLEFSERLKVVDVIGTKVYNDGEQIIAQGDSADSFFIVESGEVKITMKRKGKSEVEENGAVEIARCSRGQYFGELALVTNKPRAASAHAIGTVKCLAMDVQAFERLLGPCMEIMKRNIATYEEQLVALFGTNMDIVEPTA
Mot1-301 SUMO: blocks SUMOylation pathway, rescuing yeast Mot1-301 growth; S. cerevisiae Mot1-301 growth rescue, ATP luminescence, 38.5C; percent above DMSO median, 100 means doubled; growth rescue, % at 18.8 µM; actives 1% (n = 320,000);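 active means every valid replicate shows activation above 250% relative to neutral control wells; inactive means the rest, any valid replicate at or below 250%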;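 further: OY570 slx delta 5 strain wells were the positive control but not used for scaling; some compounds called inactive have numbers as strong as hits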
MITF TRPM1 HTS: MITF TRPM1 promoter activation in melanoma cells | SK-MEL-5 TRPM1-promoter luciferase, 24 h; % of positive control, neutral wells = 0 | activation, % at 12.5 µM | actives 0.75% (n = 300,000) | AID 588334;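 active means mean activation of at least 80% with every replicate also reaching 80%; inconclusive means mean reaches 80% but some replicate falls short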;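 further: 0% = neutral control wells and 100% = parthenolide positive control wells; values of inactives mirror those of a sister screen read the other way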
SR-BI DiI inh: blocks mouse SR-BI lipid uptake from DiI-HDL; ldlA[mSR-BI] CHO cells, DiI-HDL uptake fluorescence, 3 h; AID 488896; actives 0.96% (n = 320,000); inhibition, % at 12.5 µM; Q61009;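 active means mean replicate inhibition of at least 70% and a set share of replicates each scoring 70 or more; inconclusive means meets just one of the two criteria; inactive means fails both criteria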;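 further: 0% = median of neutral control wells and 100% = median of positive control wells; values of inactives mirror those of a sister screen read the other way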
Target sequence (Q61009 whole entry, looked up): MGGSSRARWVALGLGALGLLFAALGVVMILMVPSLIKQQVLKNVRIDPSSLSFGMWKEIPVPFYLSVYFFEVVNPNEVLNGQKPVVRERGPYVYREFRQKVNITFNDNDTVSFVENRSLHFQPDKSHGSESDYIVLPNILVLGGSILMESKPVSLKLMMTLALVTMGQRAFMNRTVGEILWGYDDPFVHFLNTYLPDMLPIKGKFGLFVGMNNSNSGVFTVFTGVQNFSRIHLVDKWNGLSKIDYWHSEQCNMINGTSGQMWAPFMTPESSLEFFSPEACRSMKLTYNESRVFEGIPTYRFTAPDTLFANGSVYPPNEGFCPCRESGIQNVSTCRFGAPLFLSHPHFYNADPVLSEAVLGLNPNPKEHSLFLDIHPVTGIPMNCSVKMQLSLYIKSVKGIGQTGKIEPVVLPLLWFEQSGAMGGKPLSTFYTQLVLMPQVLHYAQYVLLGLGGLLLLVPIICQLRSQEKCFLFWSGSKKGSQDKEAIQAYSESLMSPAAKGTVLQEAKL
dFosB activator: mouse delta FosB homodimer activation; actives 0.99% (n = 340,000); purified delta FosB, TAMRA-CDK5 oligo fluorescence polarization; percent of positive-control signal above neutral wells; AID 493131; P13346; activation, % at 25 µM;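 active means mean activation above about 17%, with every replicate also reaching it, limit read from the data, passing the limit was not always enough; inconclusive means only one of the two conditions met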;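 further: fluorescence polarization rise as delta FosB binds a TAMRA Cdk5 AP-1 oligo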
Starred values were filed as active, the others as inactive; ? = inconclusive; nt = no result given.

Arr AP2 block	Pemphigus Ab inh	PKA-R1A activ	CDK5 p35 inh	NSD2 inh	SR-BI DiI-HDL act	PKA-R2B activ	Mot1-301 SUMO	MITF TRPM1 HTS	SR-BI DiI inh	dFosB activator	SMILES
-7	116	-6	1.9	-3	6	-1	-21	-4	-6	1	COc1cccc(C2NC(=O)NC(C)=C2C(=O)OCC2CCCO2)c1 (configuration not stated)
-10	nt	6	1.4	0	-5	-11	nt	50	5	-5	CC1(C)Cc2c(cnn2-c2ccc(F)cc2)C(NC(=O)CCc2ccncc2)C1 (configuration not stated)
-5	nt	-10	0.1	-2	-17	3	nt	36	17	0	CN(C)c1ccc2c(c1[N+](=O)[O-])Cc1ccccc1-2
-1	105	-4	-0.3	1	-2	-2	1	-4	2	-4	COc1ccccc1N1CCN(C2CCCCC2NS(=O)(=O)c2ccccc2)CC1 (configuration not stated)
-4	102	-8	0.2	-2	-37	0	-25	-8	37	-9	CCOc1ccc(NC(=S)N2CCC(c3nc4ccccc4[nH]3)CC2)cc1
4	97	10	-1.2	nt	-45	-1	6	-13	45	-3	CN(C(=O)c1cccc(NC(=O)C2CCCN(C(=O)OC(C)(C)C)C2)c1)C1CCCC1 (configuration not stated)
0	88	-14	3.5	1	-16	-10	-6	-1	16	-7	CC(C)C[C@H](NC(=O)C1CC(=O)N(c2ccc3c(c2)OCCO3)C1)C(=O)NC1CCCC1 (some centres not stated)
-5	102	8	-2.5	-2	-34	2	-9	-11	34	-18	O=C(NN=C1c2ccccc2-c2ccccc21)c1ccccc1Br
4	103	-11	-0.1	nt	-5	-6	-10	-6	5	-5	N#CCC(=O)NN=C1CCCCCCCCCCC1
-8	106	-5	0.0	1	-7	-2	-22	-13	7	-4	Cn1c(=O)n(C)c2cc(NS(=O)(=O)c3ccccc3)ccc21
5	93	1	-0.5	4	1	-14	-10	6	-1	7	CCc1nnc(N/N=C/c2c(Cl)cccc2Cl)n1N
20	113	6	-2.1	-1	-11	12	2	nt	11	-21	Cc1ccc2nc(-c3ccccc3)cc(C(=O)NCCCn3ccnc3)c2c1
2	nt	-9	1.0	nt	nt	-2	3	6	nt	8	O=C(CSc1nnc(NC(=O)c2ccco2)s1)Nc1ccccc1Br
25	nt	-3	2.5	5	-30	-8	51	-5	30	-6	CCCC(=O)C1=C(c2ccccc2)C(C#N)(C#N)C(C#N)=C1N
-7	97	-8	1.4	-4	-27	-3	1	11	27	-6	CSc1nc(-c2ccccc2)ccc1C(N)=O
0	99	6	-1.0	nt	-11	-5	7	53	11	0	COc1ccc(CNCc2ccco2)cc1OCc1ccccc1
0	98	-6	-0.9	-2	1	4	nt	-8	-1	3	Cc1c(C(=O)N2CCCCC2)sc(N)c1C#N
27	93	-10	-4.5	nt	nt	2	267	56	nt	-4	Cc1ccsc1/C=N/Nc1ccc(Cl)nn1
-5	114	-4	-2.1	-2	-3	-2	-21	2	3	-11	CC1Cc2ccccc2N1C(=O)COC(=O)c1ccc(Cl)nc1 (configuration not stated)
51	109	-12	0.8	nt	7	2	9	11	-7	0	Cc1cc(=O)oc2cc(OCC3CC(c4ccc(N(C)C)cc4)=NO3)ccc12 (configuration not stated)
24	101	-14	-0.5	-7	-24	2	46	-11	24	-13	CN(c1ccccc1)S(=O)(=O)c1ccc(C(=O)NCc2ccc(F)cc2)cc1
-3	101	-6	0.5	-28	-4	-5	17	-5	4	-26	CN1/C(=C\C(=O)c2cncc(Br)c2)C(C)(C)c2ccccc21
-8	108	0	-2.2	-1	3	0	-2	13	-3	-7	CCOC(=O)C1CCCN(C(=O)Cc2ccc(Cl)cc2)C1 (configuration not stated)
8	83	-3	-0.8	-5	5	-7	-27	?	-5	-9	CCN(CC)C(=O)CCc1nnc(Cc2cccc(C(F)(F)F)c2)o1
-2	nt	-11	0.9	0	nt	-2	-13	-7	nt	1	O=C(CCNS(=O)(=O)c1ccc(Br)s1)N1CCCCC1
6	101	8	0.3	0	6	-2	15	5	-6	2	CC1CCCN(C(=O)COC(=O)c2ccc(=O)n(Cc3ccccc3)n2)C1 (configuration not stated)
-6	106	-4	-0.3	nt	20	-5	9	1	-20	5	CC1CCN(C(=O)c2nc[nH]c2C(=O)N2CCc3ccccc3C2)CC1
18	77	-12	-2.0	-2	12	-9	377	77	-12	-7	c1ccc(-c2noc(-c3cccnc3)n2)cc1
-10	nt	-6	-1.4	0	3	12	-7	14	-3	-4	O=C(c1ncc[nH]1)c1cccs1
26	129	5	1.0	2	-48	-2	-4	-20	48	-9	COc1ccc(N2CCN(C(=O)CSc3ncccc3-c3nc4ccccc4[nH]3)CC2)cc1
7	98	18	-4.2	-1	-9	-4	164	-12	9	-1	Cc1ccc(/C(O)=C2/C(=O)C(=O)N(Cc3cccnc3)C2c2ccccn2)cc1 (configuration not stated)
-8	100	-11	0.3	1	-3	3	8	19	3	-1	COc1ccccc1CC1S/C(=N/N=C/c2ccco2)NC1=O (configuration not stated)
6	110	0	1.6	-2	23	-11	9	1	-23	-8	O=C(COC(=O)c1ccccn1)Nc1c(Cl)cccc1Cl
15	nt	-9	-0.6	3	-34	-3	5	9	34	-10	CCOC(=O)c1c(C)[nH]c(C)c1C(=O)Cn1nnc(-c2ccccc2C)n1
5	107	-18	1.3	1	1	-3	-3	7	-1	-12	CC(=O)N1CCN(S(=O)(=O)c2cccc(C(=O)N(Cc3ccccc3)c3ccc(C)cc3)c2)CC1
8	95	10	3.5	-1	16	-3	10	82*	-16	0	CC(=O)Nc1c(-c2ccc3ccccc3c2)nc2ccccn12
26	97	-10	2.6	-3	-24	-10	19	-3	24	-10	COc1nnc(-c2ccc(C)cc2)c2ccccc12
28	129	-7	-1.4	-2	-22	-13	15	-3	22	-1	CC(C)n1nc(C(=O)Oc2ccc(Cl)cc2)c2ccccc2c1=O
8	100	2	-0.7	-8	10	-6	137	3	-10	1	CC(=O)NCCc1ccc(S(=O)(=O)N2CCCC2)cc1
29	nt	-16	-0.5	1	nt	-1	-13	49	nt	-4	COc1ccc(-n2nc(C(=O)NCC(=O)N3CCCCC3)c3ccccc3c2=O)c(OC)c1
3	109	4	1.4	2	14	5	-4	-7	-14	1	Cc1nnc(SCC(=O)N2CCN(S(=O)(=O)c3ccc(Cl)cc3)CC2)n(N)c1=O
0	82	12	-0.4	0	-4	7	4	-10	4	-4	CCN(C(=O)CCc1nnc2ccc(NCc3ccco3)nn12)c1ccccc1
-5	102	1	-0.8	-4	23	-5	-14	-3	-23	-4	COC(=O)C1=NN(C(C)=O)C2(CC(=O)N(c3cc(C)cc(C)c3)C2=O)C1 (configuration not stated)
10	nt	-1	1.1	0	25	-4	719	3	-25	0	O=C1C2C3CCCC3=C3CCCC3C2C(=O)N1c1ccc(Cl)cc1 (configuration not stated)
6	112	-11	1.7	5	-48	-4	-4	2	48	37*	COc1cc(COCC(O)CN2CCN(CCN3C(=O)c4cccc5cccc(c45)C3=O)CC2)cc(OC)c1OC (configuration not stated)
8	83	-5	-0.2	-1	-4	5	-1	14	4	-2	S=C(NCCc1ccccn1)Nc1ccc(Cl)cc1Cl
-11	103	-1	-0.9	-3	1	-7	10	11	-1	-1	O=C(COC(=O)C12CC3CC(CC(Cl)(C3)C1)C2)Nc1ccccc1
2	101	-13	0.3	nt	-38	0	-5	nt	38	-6	O=C(CSCC(=O)N1CCCCC1)Nc1nc(-c2ccccc2)c(-c2ccccc2)s1
21	107	8	-1.2	0	-7	10	155	-4	7	-12	CC(C)C(=O)NC(c1cccs1)c1cc([N+](=O)[O-])c2cccnc2c1O (configuration not stated)
-4	117	1	-1.9	-2	-10	-17	4	1	10	-5	CSCCC(NC(=O)c1ccccc1)C(=O)NNC(=O)c1csc(N2CCOCC2)n1 (configuration not stated)
9	97	1	-1.6	2	23	5	-19	nt	-23	-5	Nc1nc(SCCOc2ccccc2)n[nH]1
2	97	-2	0.3	2	4	-11	nt	8	-4	-7	CCCC(C(=O)NC1CCCC1)N(C(=O)Cn1nnc(-c2ccc(C)o2)n1)c1cccc(O)c1 (configuration not stated)
-1	104	-9	-7.0	0	9	-4	-2	9	-9	-4	Cc1ccc(N2CCN(S(=O)(=O)N3CCOCC3)CC2)cc1C
-1	108	-5	0.9	-1	-43	-3	nt	-5	43	-1	FC(F)(F)c1cccc(N2CCN(C(=S)NC3CCCC3)CC2)c1
6	95	-1	-1.7	-2	10	1	3	4	-10	3	N#Cc1ccc(OCC(=O)NNC(=S)NC(=O)C2CC2)cc1
3	101	-20	-0.9	-5	-17	-10	7	40	17	-15	O=c1ccc2ccc(OCCOc3cccc(Cl)c3)cc2o1

Remaining list, next part
Arr AP2 block	Pemphigus Ab inh	PKA-R1A activ	CDK5 p35 inh	NSD2 inh	SR-BI DiI-HDL act	PKA-R2B activ	Mot1-301 SUMO	MITF TRPM1 HTS	SR-BI DiI inh	dFosB activator	SMILES
32	95	-6	-0.2	0	9	-4	-8	nt	-9	2	O=C(NCc1ccco1)/C(=C/c1cccnc1)NC(=O)c1cccc(Br)c1
-5	86	2	-0.9	nt	7	-3	-9	-2	-7	0	CCCCC(CCCCl)C(=O)Nc1ccccc1 (configuration not stated)
3	95	-2	0.0	25	-1	-6	0	-1	1	-2	CN(C)c1ccc(/C=[N+](\[O-])C(C)(C)/C=N/O)cc1
-7	nt	-9	nt	-6	-7	-6	-15	1	7	-1	COc1ccc(-c2nc(CN3CCC(C(=O)NC4CCCC4)CC3)c(C)o2)cc1OC
-3	106	-8	-0.7	-2	nt	-5	8	-2	-7	-3	O=C(OCc1ccccc1)/C(=C/c1ccccc1Cl)NC(=O)c1ccco1
8	111	-8	-4.3	2	23	-5	13	-3	-23	-1	Cc1cc(C(=O)NCC2COc3ccccc3O2)c2ccccc2n1 (configuration not stated)

The order is random; about 4.7% have a hit in one of these screens.
